PG9 Ab binder: binders of HIV-1 gp120 antibody PG9, primary screen, biochemical, TR-FRET; TR-FRET gp120-PG9 antibody binding; inhibition, % at 6.7 µM; 360,000 compounds, 0.43% hits; AID 624416, 2012; in the data active = inhibition above about 8.5%
rCAG binder: binders of r(CAG) RNA repeats, primary screen, biochemical, fluorescence | r(CAG) RNA repeat, TO-PRO-1 dye displacement fluorescence | inhibition, % at 3 µM | 370,000 compounds, 1.3% hits;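 active = inhibition above the plate cutoff, the mean of all test compounds on that plate plus 3 SD, cut at about 35% in these data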;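 note: 0% = DMSO alone and 100% = 100 µM mitoxantrone as full dye displacement; higher means more dye released from RNA so lower well fluorescence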
MBD2 inh: inhibitors of MBD2 binding to methylated DNA, primary screen, biochemical, TR-FRET, DNA-binding domain, human. Methyl-CpG-binding domain protein 2 (Homo sapiens), Q9UBB5. 370,000 compounds, 0.31% hits. MBD2 binding to methylated oligonucleotide. inhibition, % at 4.4 µM. AID 686964, 2013; in the data active = inhibition above about 13%
Target sequence (Q9UBB5 whole entry, looked up, the tested form may be a part): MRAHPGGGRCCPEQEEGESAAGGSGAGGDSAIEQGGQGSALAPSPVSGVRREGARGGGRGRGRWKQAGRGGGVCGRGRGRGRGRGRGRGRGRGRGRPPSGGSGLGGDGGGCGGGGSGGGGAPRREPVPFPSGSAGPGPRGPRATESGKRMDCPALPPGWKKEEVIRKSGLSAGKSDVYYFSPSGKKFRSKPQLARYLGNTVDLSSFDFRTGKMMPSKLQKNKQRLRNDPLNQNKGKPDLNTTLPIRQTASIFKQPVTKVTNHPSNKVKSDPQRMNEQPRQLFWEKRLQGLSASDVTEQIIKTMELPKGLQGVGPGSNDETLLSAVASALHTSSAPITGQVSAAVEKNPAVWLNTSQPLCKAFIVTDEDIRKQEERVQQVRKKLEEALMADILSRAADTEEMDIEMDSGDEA
UHRF1 MBD2 ctr: UHRF1 methylated DNA binding inhibitors, primary screen, counter-screen for MBD2 inhibitor project, biochemical, TR-FRET, human UHRF1, single concentration; UHRF1 binding to methylated oligo; 370,000 compounds, 0.75% hits; AID 687016, 2013; inhibition, % at 4.4 µM; E3 ubiquitin-protein ligase UHRF1 (Homo sapiens), Q96T88; in the data active = inhibition above about 21%;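 note: UHRF1 SRA domain binding a hemimethylated CpG hairpin DNA probe; 0% = median of test compound wells and 100% = reference inhibitor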
PRMT1 FP inh: PRMT1 methyltransferase inhibitors, primary screen, biochemical, fluorescence polarization; 370,000 compounds, 1.3% hits; inhibition, % at 2.79 µM; Protein arginine N-methyltransferase 1 (Homo sapiens), Q99873; recombinant PRMT1, activity-based probe fluorescence polarization;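 active = inhibition above about 21% made by adding two undisclosed values, limit read from the data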
HTRA1 inh: HTRA1 serine protease inhibitors, primary screen, biochemical, fluorescence polarization, HTS. inhibition, % at 5.96 µM. Q92743. recombinant HTRA1, FP-rhodamine activity-based probe. 340,000 compounds, 0.5% hits; in the data active = inhibition above about 36%;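 note: 0% = enzyme with DMSO and 100% = wells lacking enzyme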
TCR CD3 inh: inhibitors of human TCR-CD3 interaction, primary screen, biochemical, fluorescence, TAMRA-labeled TCR probe; T-cell receptor (TCR); inhibition, % at 9.4 µM; 360,000 compounds, 0.37% hits; AID 651800, 2012; in the data active = inhibition above about 19%;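 note: recombinant mutant TCR 2C K166C tagged with TAMRA read by polarization; 0% = receptor in buffer alone and 100% = receptor with positive control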
Rev-erbA mod: modulators of Rev-erb alpha DNA binding, primary screen, biochemical, FITC-DNA, fluorescence polarization, uHTS | 370,000 compounds, 0.79% hits | Rev-erbα–FITC-DNA binding, 90 min | Nuclear receptor subfamily 1 group D member 1 (Homo sapiens), P20393 | activity, % at 10 µM;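 active = activity above about 14%, limit read from the data; passing the limit was not always enough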;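 note: 0% = DMSO wells with 35 nM protein and 100% = DMSO wells with 750 nM protein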
LEDGF integ inh: blockers of LEDGF/p75-dependent integrase strand transfer – biochemical, TR-FRET, high throughput, primary screen; HIV-1 integrase (with human LEDGF/p75); TR-FRET IN-LEDGF/p75 DNA integration, Eu/Cy5; inhibition, % at 3.7 µM; 370,000 compounds, 0.64% hits; AID 743269, 2014;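 active = inhibition above the screen-wide mean plus 3 SD, cut at about 13% in these data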;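 note: signal is the Cy5 over europium emission ratio at 671 and 618 nm; 0% = plate median of compound wells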
ABHD4 inh: ABHD4 inhibitors, primary screen, biochemical, fluorescence polarization, mouse; purified mABHD4, FP-Rh probe fluorescence polarization; inhibition, % at 8.92 µM; 370,000 compounds, 0.54% hits; AID 720543, 2013;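 active = inhibition exceeding the mean over every tested compound plus 3 SD, cut at about 30% in these data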;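 note: 0% = plate median of compound wells and 100% = S159A mutant with DMSO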
Target sequence (Q8VD66 whole entry, looked up): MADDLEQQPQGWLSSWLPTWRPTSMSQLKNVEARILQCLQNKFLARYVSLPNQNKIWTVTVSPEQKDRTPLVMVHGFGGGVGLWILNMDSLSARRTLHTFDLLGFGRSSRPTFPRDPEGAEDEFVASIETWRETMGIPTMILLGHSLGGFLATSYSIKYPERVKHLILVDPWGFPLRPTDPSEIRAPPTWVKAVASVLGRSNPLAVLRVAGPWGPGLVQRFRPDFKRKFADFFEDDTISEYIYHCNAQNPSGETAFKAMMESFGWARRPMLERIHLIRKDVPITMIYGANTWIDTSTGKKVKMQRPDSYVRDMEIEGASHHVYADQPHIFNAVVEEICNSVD
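System: mouse ABHD4 enzyme, wild type / Medium: HEPES pH 7.0, NaCl, Pluronic buffer / Reagent: FP-Rh activity-based fluorescent probe / Control set: S159A mutant high control, sample median low control / Detection: fluorescence polarization with parallel and perpendicular emission, 525/598 nm / Schedule: 45 min + 60 min at 25 °C / Compound dosing: 8.92 µM, single dose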
* = called active by the depositor.

Screening C/C(=N\NC(=O)Cc1c(Cl)cccc1Cl)c1cccnc1 returned PG9 Ab binder 0.2, rCAG binder -2, MBD2 inh 2, UHRF1 MBD2 ctr 1, PRMT1 FP inh 3, HTRA1 inh 1, TCR CD3 inh 4, Rev-erbA mod 3, LEDGF integ inh 0 and ABHD4 inh 2.
COc1cccc(/C=N/NC(=O)CCn2c3ccccc3c3ccccc32)c1 was read as PG9 Ab binder 1.6, rCAG binder 10, MBD2 inh 5, UHRF1 MBD2 ctr 11, PRMT1 FP inh -4, HTRA1 inh -13, TCR CD3 inh -7, Rev-erbA mod 0, LEDGF integ inh 0 and ABHD4 inh -1.
Screening Cc1noc(N)c1C(=O)Nc1ccc(F)cc1 returned PG9 Ab binder -1.2, rCAG binder 5, MBD2 inh -2, UHRF1 MBD2 ctr -2, PRMT1 FP inh -3, HTRA1 inh 4, TCR CD3 inh 6, Rev-erbA mod 6, LEDGF integ inh -5 and ABHD4 inh 1.
CCOC(=O)c1ccccc1Nc1cc(C)nc2nc(C)nn12 was read as PG9 Ab binder -0.3, rCAG binder 0, MBD2 inh 2, UHRF1 MBD2 ctr 5, PRMT1 FP inh 1, HTRA1 inh -5, TCR CD3 inh 6, Rev-erbA mod 1, LEDGF integ inh -1 and ABHD4 inh -2.
NS(=O)(=O)c1cnccc1NCCc1ccccc1 was read as PG9 Ab binder -2.8, rCAG binder 0, MBD2 inh 2, UHRF1 MBD2 ctr 0, PRMT1 FP inh -4, TCR CD3 inh 6, Rev-erbA mod 2, LEDGF integ inh 1 and ABHD4 inh -5.
For CCCC1(c2ccccc2)NC(=O)N(CC(=O)Nc2ccc3c(c2)OCCO3)C1=O (stereo unspecified) the results were PG9 Ab binder -0.3, rCAG binder 2, MBD2 inh 3, UHRF1 MBD2 ctr 7, PRMT1 FP inh 3, HTRA1 inh 10, TCR CD3 inh 0, Rev-erbA mod 0, LEDGF integ inh -1 and ABHD4 inh 5.
For Cc1ccccc1CN1C(=O)c2ccccc2C1c1nnnn1C(C)C (stereo unspecified) the results were PG9 Ab binder -1.2, rCAG binder 3, MBD2 inh -2, UHRF1 MBD2 ctr -3, PRMT1 FP inh 3, TCR CD3 inh 2, Rev-erbA mod -7, LEDGF integ inh 0 and ABHD4 inh 5.
Screening CC(C)c1ccccc1NC(=S)NC(=O)C1CCCCC1 returned PG9 Ab binder -0.6, rCAG binder -6, MBD2 inh 4, UHRF1 MBD2 ctr -2, PRMT1 FP inh -7, HTRA1 inh -11, TCR CD3 inh 0, Rev-erbA mod -4, LEDGF integ inh 3 and ABHD4 inh -21.
O=C(NCCCCNC(=O)c1c(F)c(F)c(F)c(F)c1F)c1c(F)c(F)c(F)c(F)c1F was read as PG9 Ab binder 0.2, rCAG binder -3, MBD2 inh 0, UHRF1 MBD2 ctr 1, PRMT1 FP inh 5, HTRA1 inh -2, TCR CD3 inh -5, Rev-erbA mod 5, LEDGF integ inh -2 and ABHD4 inh -2.
CCN(CC)CCCN(Cc1cc2cc3c(cc2[nH]c1=O)OCO3)C(=S)Nc1ccccc1 was read as PG9 Ab binder -0.3, rCAG binder 4, MBD2 inh -5, UHRF1 MBD2 ctr 0, PRMT1 FP inh -3, HTRA1 inh 7, TCR CD3 inh 4, Rev-erbA mod -5, LEDGF integ inh -4 and ABHD4 inh -1.
For Fc1ccc(C(CCCn2nnc(-c3cccnc3)n2)c2ccc(F)cc2)cc1 the results were PG9 Ab binder 0.4, rCAG binder -1, MBD2 inh -2, UHRF1 MBD2 ctr -3, PRMT1 FP inh -1, HTRA1 inh -39, TCR CD3 inh -3, Rev-erbA mod -4, LEDGF integ inh 2 and ABHD4 inh -8.
Screening CSc1cccc(NC(=O)Nc2ccccc2)c1 returned PG9 Ab binder -0.4, rCAG binder 3, MBD2 inh -1, UHRF1 MBD2 ctr 4, PRMT1 FP inh -1, HTRA1 inh -15, TCR CD3 inh 6, Rev-erbA mod 4, LEDGF integ inh -2 and ABHD4 inh -15.
CCOc1cc(C(=O)OCC(=O)c2c[nH]c3ccccc23)ccc1OCC(=O)N1CCOCC1 was read as PG9 Ab binder -1.9, rCAG binder 4, MBD2 inh -5, UHRF1 MBD2 ctr -1, PRMT1 FP inh -5, HTRA1 inh -5, TCR CD3 inh 5, Rev-erbA mod -5, LEDGF integ inh -2 and ABHD4 inh -8.
For CCOc1ccccc1NC(=O)CC1(CC(=O)N2CCOCC2)CCCC1 the results were PG9 Ab binder -2.0, rCAG binder -4, MBD2 inh -8, UHRF1 MBD2 ctr 2, PRMT1 FP inh -5, HTRA1 inh 2, TCR CD3 inh -7, Rev-erbA mod -2, LEDGF integ inh 5 and ABHD4 inh -8.
`COc1ccc(N2CCN(C(=O)C(Cc3ccccc3)NC(=O)c3ccccc3)CC2)cc1` (stereo unspecified) gave PG9 Ab binder -0.5, rCAG binder 1, MBD2 inh -4, UHRF1 MBD2 ctr -6, PRMT1 FP inh -3, HTRA1 inh -3, TCR CD3 inh -3, Rev-erbA mod 7, LEDGF integ inh 0 and ABHD4 inh 0.
Cc1cc(=O)oc2cc(NC(=O)COc3ccccc3[N+](=O)[O-])ccc12 was read as PG9 Ab binder -0.6, rCAG binder 3, MBD2 inh 2, UHRF1 MBD2 ctr -1, PRMT1 FP inh 3, HTRA1 inh -4, TCR CD3 inh -1, Rev-erbA mod -19, LEDGF integ inh -5 and ABHD4 inh -1.
`CC(=O)c1ccccc1NS(=O)(=O)c1cccc2nonc12` gave PG9 Ab binder -1.8, rCAG binder 0, MBD2 inh -2, UHRF1 MBD2 ctr 0, PRMT1 FP inh -1, HTRA1 inh 4, TCR CD3 inh 0, Rev-erbA mod -6, LEDGF integ inh -3 and ABHD4 inh -4.
For CN(Cc1ccc(Cl)c(Cl)c1)C(=O)c1cccc(S(=O)(=O)N2CCN(Cc3ccccc3)CC2)c1 the results were PG9 Ab binder 1.6, rCAG binder 5, MBD2 inh -3, UHRF1 MBD2 ctr 7, PRMT1 FP inh 4, HTRA1 inh -30, TCR CD3 inh -10, Rev-erbA mod 0, LEDGF integ inh -4 and ABHD4 inh -7.
`O=C(CCc1c[nH]c2ccccc12)Nc1ccc(Nc2ccccc2)cc1` gave PG9 Ab binder -2.4, rCAG binder 8, MBD2 inh 0, UHRF1 MBD2 ctr 2, PRMT1 FP inh 4, TCR CD3 inh -8, Rev-erbA mod 9, LEDGF integ inh -5 and ABHD4 inh 9.
COc1ccc(NC(=S)N2CCN(S(C)(=O)=O)CC2)cc1OC was read as PG9 Ab binder -3.9, rCAG binder -1, MBD2 inh 1, UHRF1 MBD2 ctr 0, PRMT1 FP inh -3, HTRA1 inh 3, TCR CD3 inh 1, Rev-erbA mod -7, LEDGF integ inh -1 and ABHD4 inh 2.
CCOc1cc(C(=O)N(C)CC(=O)Nc2cccc(F)c2)ccc1OCC(=O)N1CCCCC1 was read as PG9 Ab binder 1.4, rCAG binder -6, MBD2 inh 1, UHRF1 MBD2 ctr -3, PRMT1 FP inh 1, HTRA1 inh -5, TCR CD3 inh -6, Rev-erbA mod 2, LEDGF integ inh -4 and ABHD4 inh 4.
For Cc1ccc(S(=O)(=O)N2CCCCC2)cc1C(=O)NCCc1ccccc1 the results were PG9 Ab binder -1.4, rCAG binder -5, MBD2 inh -5, UHRF1 MBD2 ctr -1, PRMT1 FP inh -1, HTRA1 inh -1, TCR CD3 inh 7, Rev-erbA mod -4, LEDGF integ inh 0 and ABHD4 inh -2.
O=C(Cn1cccc1C(=O)c1ccccc1)NCCCN1CCc2ccccc2C1 was read as PG9 Ab binder 0.4, rCAG binder -10, MBD2 inh -2, UHRF1 MBD2 ctr -1, PRMT1 FP inh -7, HTRA1 inh -11, TCR CD3 inh 5, Rev-erbA mod 4, LEDGF integ inh 5 and ABHD4 inh 3.
CCNC(=O)CC1SC(=Nc2ccc(C)cc2)NC1=O (stereo unspecified) was read as PG9 Ab binder 0.1, rCAG binder -1, MBD2 inh 1, UHRF1 MBD2 ctr -1, PRMT1 FP inh -3, HTRA1 inh 1, TCR CD3 inh 5, Rev-erbA mod 0, LEDGF integ inh -1 and ABHD4 inh -3.
Screening CCc1ccccc1NC(=O)C(Cc1cccc(OC)c1OC)c1nn[nH]n1 (stereo unspecified) returned PG9 Ab binder 1.2, rCAG binder 5, MBD2 inh -2, UHRF1 MBD2 ctr 3, PRMT1 FP inh 0, HTRA1 inh 6, TCR CD3 inh 4, Rev-erbA mod -12, LEDGF integ inh -1 and ABHD4 inh -1.
Screening CCC1=Nc2cc(C(=O)O)ccc2Sc2ccc(Cl)cc21 returned PG9 Ab binder 0.6, rCAG binder 22, MBD2 inh 4, UHRF1 MBD2 ctr 1, PRMT1 FP inh 5, HTRA1 inh -8, TCR CD3 inh -9, Rev-erbA mod -5, LEDGF integ inh 0 and ABHD4 inh -5.
COn1c(=O)c(-c2cccs2)[n+]([O-])c2ccccc21 was read as PG9 Ab binder -1.3, rCAG binder 2, MBD2 inh 0, UHRF1 MBD2 ctr -5, PRMT1 FP inh 8, HTRA1 inh 23, TCR CD3 inh -5, Rev-erbA mod 0, LEDGF integ inh -1 and ABHD4 inh 12.
Screening COc1ccc(OC(=O)c2cc3ccccc3o2)cc1 returned PG9 Ab binder -0.3, rCAG binder -5, MBD2 inh -6, UHRF1 MBD2 ctr 2, PRMT1 FP inh 2, HTRA1 inh 0, TCR CD3 inh 4, Rev-erbA mod -1, LEDGF integ inh -1 and ABHD4 inh 6.
`CC(c1nc2ccccc2[nH]1)n1c(=O)c(-c2ccco2)nc2ccccc21` (stereo unspecified) gave PG9 Ab binder 0.5, rCAG binder 28, MBD2 inh 0, UHRF1 MBD2 ctr -6, PRMT1 FP inh 19, TCR CD3 inh -1, Rev-erbA mod 0, LEDGF integ inh 1 and ABHD4 inh 7.
COC(=O)c1ccc(S(=O)(=O)NCCc2ccccc2OC)n1C was read as PG9 Ab binder -0.6, rCAG binder -1, MBD2 inh -6, UHRF1 MBD2 ctr 0, PRMT1 FP inh 1, HTRA1 inh 10, TCR CD3 inh 8, Rev-erbA mod -2, LEDGF integ inh 2 and ABHD4 inh 2.
For CC(C(=O)O)n1nc(-c2ccccc2)c2ccccc21 (stereo unspecified) the results were PG9 Ab binder -1.7, rCAG binder 8, MBD2 inh 6, UHRF1 MBD2 ctr 3, PRMT1 FP inh 2, HTRA1 inh -3, TCR CD3 inh -4, Rev-erbA mod -3, LEDGF integ inh 0 and ABHD4 inh 7.

High-throughput results as filed in PubChem.

Not all compounds are listed. The share of hits here may be higher or lower than overall.
